CDK5 p35 inh = CDK5/p35 (human) kinase inhibition; Q00535+Q15078; Recombinant CDK5/p35, ADP-Glo luminescence, 60 min; inhibition, % at 10 µM; actives 0.01% (n = 330,000);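 active = highest replicate inhibition of at least 50% and at least 75% of replicates reaching 50%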;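 note: plate controls were DMSO neutral control for no effect and GW8510 at 10 µM for full effect; many of its hits are not listed in these tables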
Target sequence (Q00535 whole entry, looked up): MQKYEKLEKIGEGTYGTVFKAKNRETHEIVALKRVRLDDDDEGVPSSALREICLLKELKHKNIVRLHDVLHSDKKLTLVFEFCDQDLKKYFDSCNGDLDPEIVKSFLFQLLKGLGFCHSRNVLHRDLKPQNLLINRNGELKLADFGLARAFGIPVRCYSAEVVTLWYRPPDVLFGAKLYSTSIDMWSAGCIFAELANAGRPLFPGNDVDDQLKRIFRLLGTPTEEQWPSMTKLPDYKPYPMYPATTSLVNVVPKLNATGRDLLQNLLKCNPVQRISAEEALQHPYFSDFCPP
Target sequence (Q15078 whole entry, looked up): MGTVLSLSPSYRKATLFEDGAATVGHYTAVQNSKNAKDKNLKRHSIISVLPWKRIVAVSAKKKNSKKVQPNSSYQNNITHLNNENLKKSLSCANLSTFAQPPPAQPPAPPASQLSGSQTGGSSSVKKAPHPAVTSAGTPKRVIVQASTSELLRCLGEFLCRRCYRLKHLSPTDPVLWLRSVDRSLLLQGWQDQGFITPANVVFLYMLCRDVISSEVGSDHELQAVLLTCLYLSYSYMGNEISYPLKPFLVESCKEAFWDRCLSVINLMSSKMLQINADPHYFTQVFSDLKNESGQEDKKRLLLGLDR
C-LANA FP = KSHV C-LANA DNA binding inhibition; actives 0.078% (n = 340,000); AID 504423; inhibition, % at 9 µM; MBP-C-LANA/FAM-LBS DNA binding, fluorescence polarization;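 active = highest replicate inhibition at or above 60% at 9 µM, even if other replicates fall short; inactive = all replicates below 60% inhibition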;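 note: 0% = neutral control wells and 100% = 4 µM acridine orange control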
cardiac RTF act = increases calcium sensitivity of human cardiac regulated thin filaments | actives 0.24% (n = 340,000) | activation, % at 7.2 µM | P19429+P45379 | IANBD-labeled TnC RTF fluorescence at EC20 calcium; 0% EC20 calcium, 100% full calcium;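 active = activation above the mean over all tested compounds plus 3 SD, cut at about 30% in these data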;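 note: rise in fluorescence read as greater calcium sensitivity of cardiac thin filaments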
Rtt109 Vps75 = blocks Candida albicans Rtt109/Vps75 acetyltransferase activity | actives 0.16% (n = 330,000) | purified Rtt109/Vps75, ThioGlo CoA-SH fluorescence, 4 h | AID 540336 | Q5AAJ8 | inhibition, % at 34.9 µM;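 active = inhibition of at least 50% in every replicate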
PvdQ inh = blocks Pseudomonas aeruginosa PvdQ acylase activity. purified PvdQ acylase, fluorescence plate reader. inhibition, % at 10 µM. actives 0.063% (n = 340,000); in the data active = inhibition above about 30%, passing the limit was not always enough;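 note: 0% = vehicle neutral wells and 100% = reference inhibitor wells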
SUMO Mot1 rescue = blocks SUMOylation pathway, rescuing yeast Mot1-301 growth. S. cerevisiae Mot1-301 growth rescue, ATP luminescence, 38.5C; percent above DMSO median, 100 means doubled. growth rescue, % at 18.8 µM. actives 1% (n = 320,000). AID 2716;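 active = every valid replicate shows activation above 250% relative to neutral control wells; inactive = the rest, any valid replicate at or below 250%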;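 note: OY570 slx delta 5 strain wells were the positive control but not used for scaling; some compounds called inactive have numbers as strong as hits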
dFosB activator = mouse delta FosB homodimer activation | purified delta FosB, TAMRA-CDK5 oligo fluorescence polarization; percent of positive-control signal above neutral wells | activation, % at 25 µM | actives 0.99% (n = 340,000) | AID 493131;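 active = mean activation above about 17%, with every replicate also reaching it, limit read from the data, passing the limit was not always enough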;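 note: fluorescence polarization rise as delta FosB binds a TAMRA Cdk5 AP-1 oligo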
Target sequence (P13346 whole entry, looked up): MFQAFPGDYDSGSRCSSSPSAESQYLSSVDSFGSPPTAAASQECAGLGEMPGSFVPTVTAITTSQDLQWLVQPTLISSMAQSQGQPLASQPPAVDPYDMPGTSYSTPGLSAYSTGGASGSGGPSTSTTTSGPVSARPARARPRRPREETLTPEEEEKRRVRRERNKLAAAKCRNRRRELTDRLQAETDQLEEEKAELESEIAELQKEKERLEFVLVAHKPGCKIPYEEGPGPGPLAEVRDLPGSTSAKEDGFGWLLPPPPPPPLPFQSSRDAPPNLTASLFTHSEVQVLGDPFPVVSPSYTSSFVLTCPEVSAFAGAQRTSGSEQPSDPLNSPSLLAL
RTF Ca sens inh = cardiac RTF calcium desensitization; P19429+P45379; IANBD-labeled cardiac RTF, Ca2+ fluorescence; inhibition, % at 7.15 µM; actives 0.12% (n = 340,000);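 active = inhibition above the mean inhibition of all tested compounds plus 3 SD, cut at about 17% in these data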;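 note: assay run at fixed EC70 calcium of 1.6 mM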
NSD2 HMT inh = NSD2 (human) methyltransferase inhibition | NSD2 peptide methylation, AlphaScreen, 120 min | actives 0.54% (n = 310,000) | inhibition, % at 12.5 µM | O96028; in the data active = inhibition above about 50%
Keap1 Nrf2 FP = Keap1-Nrf2 (human) interaction inhibition; Q14145; Keap1 Kelch-Nrf2 peptide fluorescence polarization, 1536-well; inhibition, % at 9.4 µM; actives 0.15% (n = 340,000); in the data active = inhibition above about 12%;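 note: human Keap1 Kelch domain with fluorescein labeled Nrf2 9mer peptide probe; 0% = neutral control wells and 100% = peptide positive control; higher means more block of Keap1 binding to Nrf2 peptide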
PfHsp90 set2 = inhibits growth of yeast expressing Plasmodium falciparum Hsp90 | S. cerevisiae expressing PfHsp90, BacTiter-Glo ATP, 48 h; yeast lacking PDR1 and PDR3 efflux regulators | inhibition, % at 9.4 µM | actives 0.32% (n = 310,000);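 active = every replicate shows inhibition above about 80%, whatever the replicate mean, limit read from the data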;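 note: 0% = DMSO neutral controls and 100% = 20 µM radicicol positive controls; yeast relying on Plasmodium falciparum Hsp90 in place of its own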
* = called active by the depositor; . = no result given.

SMILES	CDK5 p35 inh	C-LANA FP	cardiac RTF act	Rtt109 Vps75	PvdQ inh	SUMO Mot1 rescue	dFosB activator	RTF Ca sens inh	NSD2 HMT inh	Keap1 Nrf2 FP	PfHsp90 set2
COC(=O)c1ccccc1NC(=O)CSCC(=O)Nc1ccccc1	-1.0	0.9	3	16	5	.	-5	-4	-3	7	0
CCn1c(CCNC(=O)c2cccs2)nnc1SCC(=O)Nc1cccc(Cl)c1	-1.8	-1.0	1	6	-20	-23	-8	-7	2	-6	.
O=C(N=C1SC2CS(=O)(=O)CC2N1c1ccc(Cl)cc1)C1CCCO1 (configuration not stated)	.	0.0	2	-5	-1	-1	1	4	2	-2	-8
COc1ccccc1-n1c(SCC(=O)O)nc2c(sc(=S)n2-c2ccc(Cl)c(C)c2)c1=O	0.5	-0.5	-2	-1	-9	-2	-2	-12	2	-1	14
Cc1cc(C)c(C(=O)Nc2cccc(F)c2)c(Cl)n1	2.2	0.3	0	-8	-13	1	1	-8	-5	-6	2
CNC(=O)C1CC(=O)N(CCc2ccc(C)cc2)C1 (configuration not stated)	1.2	-1.6	-3	-15	-15	114	1	-4	-3	-8	11
O=C(CN1C(=O)NC(CCc2ccccc2)C1=O)Nc1ccccc1C(F)(F)F (configuration not stated)	0.2	4.3	-4	-1	2	-10	3	-3	0	-2	12
COc1ccc(CCNc2cc(C)nc(N)n2)cc1OC	0.5	1.2	-7	-11	-1	47	-2	2	0	-4	-9
Clc1ccc(CNc2nc(CN3CCOCC3)nc3scc(-c4ccccc4)c23)cc1	-1.3	0.5	0	13	-13	44	-13	2	1	-4	5
Cc1nc(NC(=O)CCC(=O)O)sc1C(=O)N(C)C	2.4	-0.5	12	2	-5	-13	-9	8	1	-2	22
CNC(=S)NC1CC2CCC(C1)N2Cc1ccccc1 (configuration not stated)	6.8	0.6	0	.	0	8	-4	-7	6	-7	.
CN(C)S(=O)(=O)c1ccc2c(c1)c(=O)c(C(=O)N1CCN(c3ccccn3)CC1)cn2C	-0.5	1.0	6	-5	-6	-11	-2	-2	.	0	.
O=C(Nc1c(C(=O)N2CCCC2)cnn1-c1ccccc1)c1cccc(F)c1	-1.1	-1.3	4	-1	-10	26	-5	-1	-1	-4	16
COc1cc(C(=O)N(Cc2ccccn2)CC2CCCO2)cc(OC)c1OC (configuration not stated)	0.6	0.9	1	6	-8	-3	-7	-6	1	1	-11
Cc1cccc(C)c1NC(=S)NCCc1ccccn1	-0.4	1.1	9	-20	-10	-1	3	-4	1	-2	-12
Cc1ccc(NC(=O)CN(C)C(=O)CSc2n[nH]c(N)n2)cc1	-0.1	-1.6	2	3	3	-5	-3	-4	2	-3	.
CCOC(=O)C1CCCN(S(=O)(=O)c2cccc3cccnc23)C1 (configuration not stated)	-1.0	-3.8	0	11	-10	-21	-5	-7	-2	-4	11
COc1cccc(C(=O)N/N=C/c2ccc(OC3CSC3)cc2)c1	0.8	-0.2	4	16	-9	226	-4	2	-4	-3	-16
C=CCn1c(O)c(C=Nc2ccccc2)sc1=S	2.0	0.0	1	-3	-12	-9	1	-6	-1	-5	9
COc1ccc(-c2c(C(F)(F)F)oc3cc(OCC(=O)Nc4ccccc4C(F)(F)F)ccc3c2=O)cc1OC	-0.8	1.3	1	1	0	67	-10	-10	-2	3	-1
Cc1cc(C(=O)OCC(=O)NCc2ccco2)c(C)o1	2.5	1.6	-2	23	4	27	-4	0	3	-4	.
COc1ccc(N2CCN(c3nc(Cl)nc(N4CCOCC4)n3)CC2)cc1	0.5	-1.1	-2	-4	6	.	5	-5	16	-5	11
Cn1nc([N+](=O)[O-])c(C(C#N)c2nc3ccccc3n2C)c(Cl)c1=O (configuration not stated)	-2.5	9.8	6	-1	-9	484	-7	-7	21	4	-16
CSc1nnc(-c2sccc2-n2cccc2)o1	1.7	0.3	4	18	-6	3	-5	-5	5	3	-12
Cc1ccc(S(=O)(=O)Nc2cccc(C(=O)NCC(c3ccco3)N3CCCCC3)c2)cc1F (configuration not stated)	-1.6	0.3	-4	12	-6	-4	-10	-5	5	-1	-13
COc1ccc(C(=O)COC(=O)c2ccc(NC(C)=O)cc2)cc1[N+](=O)[O-]	-1.3	0.7	-3	4	-1	-1	-5	-9	0	0	4
CC(C)(C)NC(=O)CSCc1ccc(Br)cc1	-5.2	-0.9	5	9	-6	-3	-4	-11	-1	-1	.
Cc1nn(CC#N)c(=O)n1-c1cccc(F)c1	2.7	-0.1	4	1	-15	-2	5	-6	-1	-2	-13
COCCNC(=O)CN1CCCCCC1	-0.2	0.8	-3	-6	-1	-1	-1	-7	1	-1	-3
COc1cc(/C=C(\C#N)c2ccccn2)ccc1OCc1ccccc1Cl	-0.8	-0.5	-6	5	-8	78	-16	-1	-3	-3	-14
Cc1ccc(/C(N)=N/OC(=O)CCc2ccccc2)cc1	0.6	0.0	-1	-5	-14	42	0	2	-4	-6	-25
CCN(CC)CCCNC(=O)c1cn(CC(C)C)c(=O)c2c1c1ccccc1n2C	0.3	0.3	2	.	-20	-18	2	1	42	-2	-12
O=c1[nH]ncc(N/N=C\c2ccc(O)cc2O)c1Cl	0.3	0.1	0	0	-1	4	3	-12	3	-7	21
Cc1nonc1NCn1nnc2ccccc21	-1.0	0.9	1	7	12	-3	2	1	-2	-4	13
CC(=O)OCC(=O)C1(O)CCC2C3CCC4C(OC(C)=O)C(=O)CCC4(C)C3C(=O)CC21C (configuration not stated)	0.2	7.3	-4	-3	-9	.	-4	-18	-2	5	-17
Cc1ccc(NC2CCCN(C(=O)c3cc(C(C)C)[nH]n3)C2)cc1C (configuration not stated)	-0.5	2.2	-2	3	1	-3	-5	-5	7	3	5
O=C(NCCS(=O)(=O)c1ccc(Br)cc1)c1ccc(Cl)cc1	0.1	-0.2	-5	-1	9	2	-2	-1	-1	-3	6
O=[N+]([O-])c1ccc(NCc2ccc(Cl)cc2)nc1	0.5	0.7	-6	0	9	32	-5	0	0	3	3
COc1ccc(CC(NC(C)=O)C(=O)NC2CCN(C(=O)NCc3ccccc3)CC2)cc1OC (configuration not stated)	-0.1	-0.6	-4	15	-10	.	1	-4	-4	2	0
CC(C)c1nc2sc3c(=O)[nH]c(=S)[nH]c3c2c2c1CCCC2	0.8	-0.4	-5	-4	-13	-17	-2	3	15	-4	11
CCOc1ccccc1C(=O)NCC(=O)OCC(=O)c1ccc2c(c1)OCCO2	1.1	-0.2	-3	-4	3	-8	18*	-17	1	-2	3
Cc1cc(NCc2ccccn2)n2nc(C)c(-c3ccc(Cl)cc3)c2n1	-0.8	-0.2	3	2	-16	-36	-18	-4	-4	-1	2
CC(=O)c1cn(-c2ccc(Cl)cc2)c(=O)n(Cc2ccc(F)cc2)c1=O	-2.1	0.8	3	-10	-8	464	12	-8	0	-6	-17
COc1cccc(/C=N/NC(=O)c2cccs2)c1	0.5	-1.0	1	-12	-11	9	-11	-2	-6	-3	9
CCS(=O)(=O)N1CCc2nc(-c3ccccc3)sc2C1	0.8	0.3	4	-10	-10	29	-4	-6	-1	0	3

Record cards, as listed above:
CC(=O)OCC(=O)C1(O)CCC2C3CCC4C(OC(C)=O)C(=O)CCC4(C)C3C(=O)CC21C (configuration not stated) is entered as CDK5 p35 inh = 0.2; C-LANA FP = 7.3; cardiac RTF act = -4; Rtt109 Vps75 = -3; PvdQ inh = -9; SUMO Mot1 rescue = .; dFosB activator = -4; RTF Ca sens inh = -18; NSD2 HMT inh = -2; Keap1 Nrf2 FP = 5; PfHsp90 set2 = -17
O=C(NCCS(=O)(=O)c1ccc(Br)cc1)c1ccc(Cl)cc1 is entered as CDK5 p35 inh = 0.1; C-LANA FP = -0.2; cardiac RTF act = -5; Rtt109 Vps75 = -1; PvdQ inh = 9; SUMO Mot1 rescue = 2; dFosB activator = -2; RTF Ca sens inh = -1; NSD2 HMT inh = -1; Keap1 Nrf2 FP = -3; PfHsp90 set2 = 6

Continued:
SMILES	CDK5 p35 inh	C-LANA FP	cardiac RTF act	Rtt109 Vps75	PvdQ inh	SUMO Mot1 rescue	dFosB activator	RTF Ca sens inh	NSD2 HMT inh	Keap1 Nrf2 FP	PfHsp90 set2
CCCCS(=O)(=O)Nc1ccc(Cc2ccncc2)cc1	-0.3	-2.2	-7	8	-7	17	-1	4	-1	-2	5
CC(=O)N1CCc2cc(S(=O)(=O)NCCCOC(C)C)ccc21	-0.4	0.0	8	-14	-9	-1	-2	-9	3	0	15
O=C(c1nnc(-c2ccncc2)o1)c1ccccc1Cl	1.5	-0.6	-7	3	-7	-6	-4	1	0	0	0
Clc1ccc(-c2nnc(SCc3nc4ccccc4s3)o2)cc1	0.1	-0.7	-4	18	0	54	-10	8	-5	-5	4
Cc1ccccc1C(=O)NNC(=O)Cc1ccccc1	4.0	1.1	2	2	6	-15	-3	10	41	-1	19
CCCCn1c(N)c(N(CCC(C)C)C(=O)CSc2nnc(C)s2)c(=O)[nH]c1=O	-0.5	-1.9	2	6	-20	-1	-2	-7	0	-4	-22
COc1ccccc1NC(=O)C1CCC(CNc2c(N3CCCCC3)c(=O)c2=O)CC1 (configuration not stated)	2.1	-0.6	3	1	-4	-25	-9	1	3	-1	2
CC(=O)c1ccc(NC(=O)Nc2ccc([N+](=O)[O-])cc2C)cc1	1.2	0.1	1	6	24	-15	1	0	-2	2	3

Molecules shown so far that contain two or more sulfur atoms (nine):
SMILES	CDK5 p35 inh	C-LANA FP	cardiac RTF act	Rtt109 Vps75	PvdQ inh	SUMO Mot1 rescue	dFosB activator	RTF Ca sens inh	NSD2 HMT inh	Keap1 Nrf2 FP	PfHsp90 set2
CCn1c(CCNC(=O)c2cccs2)nnc1SCC(=O)Nc1cccc(Cl)c1	-1.8	-1.0	1	6	-20	-23	-8	-7	2	-6	.
O=C(N=C1SC2CS(=O)(=O)CC2N1c1ccc(Cl)cc1)C1CCCO1 (configuration not stated)	.	0.0	2	-5	-1	-1	1	4	2	-2	-8
COc1ccccc1-n1c(SCC(=O)O)nc2c(sc(=S)n2-c2ccc(Cl)c(C)c2)c1=O	0.5	-0.5	-2	-1	-9	-2	-2	-12	2	-1	14
C=CCn1c(O)c(C=Nc2ccccc2)sc1=S	2.0	0.0	1	-3	-12	-9	1	-6	-1	-5	9
CSc1nnc(-c2sccc2-n2cccc2)o1	1.7	0.3	4	18	-6	3	-5	-5	5	3	-12
CC(C)c1nc2sc3c(=O)[nH]c(=S)[nH]c3c2c2c1CCCC2	0.8	-0.4	-5	-4	-13	-17	-2	3	15	-4	11
CCS(=O)(=O)N1CCc2nc(-c3ccccc3)sc2C1	0.8	0.3	4	-10	-10	29	-4	-6	-1	0	3
Clc1ccc(-c2nnc(SCc3nc4ccccc4s3)o2)cc1	0.1	-0.7	-4	18	0	54	-10	8	-5	-5	4
CCCCn1c(N)c(N(CCC(C)C)C(=O)CSc2nnc(C)s2)c(=O)[nH]c1=O	-0.5	-1.9	2	6	-20	-1	-2	-7	0	-4	-22

Source: PubChem BioAssay (several laboratories)
